Compound activity deposited in PubChem by National Center for Advancing Translational Sciences (NCATS).
uPA surface inh – qHTS for Inhibitors of Cell Surface uPA Generation. cell surface uPA generation assay, qHTS. Potency, µM (top dose mostly 38.3 µM), for inactives: at the highest dose activity change, negative = inhibition, usual class: inhibitors. actives 0.31% (n = 330,000); active = well fitted inhibition curve with a large enough effect; inconclusive = small, poorly fitted or top-dose-only effect; inactive = no such curve, though single readings can be large or run the other way; tested in mouse RAW 264.7 cells; also: potency is read from the fitted curve at half-maximal effect; % is scaled to controls: 0 for no effect and ±100 for the full control effect; nearly all actives have a fitted effect of over 55% in size
a7 integrin act – qHTS for Activators of Integrin-Mediated Alleviation for Muscular Dystrophy; actives 0.064% (n = 350,000); alpha7betagal myoblasts, beta-gal FDG fluorescence, 48 h; Potency, µM (highest dose often 38.3 µM), for the others: top-dose activation, most hits filed as activators; AID 624291, 2012;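 also: potency is read from the fitted curve at half-maximal effect; 100% = response of the positive control SU9516; nearly all actives have a fitted effect of over 60% in size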
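alpha7betagal+/- myoblasts (passage 13, 250/well) treated 48 h at 37C with compounds at 1:260 dilution of DMSO stock. Lysed, then beta-galactosidase activity read as FDG fluorescence (ex 480/em 540) after 30 min, with pre-read for autofluorescence.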
PTAP TSG101 blk – qHTS Assay for Iinhibitors of HIV-1 Budding by Blocking the Interaction of PTAP/TSG101 | Tumor susceptibility gene 101 protein (Homo sapiens), Q99816 | Fluorescence polarization, FITC-PTAP peptide / Tsg101 binding | 340,000 tested, under 10 active | Potency, µM (series often up to 115 µM), without a hit: at the top dose activity change, negative = inhibition, most hits filed as inhibitors; active = well fitted inhibition curve with a large enough effect in the main read-out, with a control signal flat, not every such curve was filed as active; inconclusive = small, poorly fitted or top-dose-only effect, or effect the other way, or a change in a side signal; inactive = no such curve, though single readings can be large or run the other way; also: potency is read from the fitted curve at half-maximal effect; % of control where 0% means no effect
Target sequence (Q99816 whole entry, looked up): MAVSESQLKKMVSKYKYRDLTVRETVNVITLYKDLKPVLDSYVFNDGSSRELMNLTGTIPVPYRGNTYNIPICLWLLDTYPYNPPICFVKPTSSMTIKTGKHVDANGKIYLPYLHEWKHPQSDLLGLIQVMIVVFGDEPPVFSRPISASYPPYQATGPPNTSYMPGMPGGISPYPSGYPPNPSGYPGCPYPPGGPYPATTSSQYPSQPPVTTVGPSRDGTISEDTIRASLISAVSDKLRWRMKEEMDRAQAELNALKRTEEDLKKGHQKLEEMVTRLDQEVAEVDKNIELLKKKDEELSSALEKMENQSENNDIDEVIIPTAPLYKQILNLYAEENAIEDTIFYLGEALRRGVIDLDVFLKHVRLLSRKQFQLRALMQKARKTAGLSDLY
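Fluorescence polarization binding of Tsg101 binding domain (10 uM final) to FITC-labeled PTAP peptide (50 nM final) in HEPES pH 7.5 buffer with NaCl, Tween 20, EDTA, TCEP. Compounds added before peptide; binding 20 min at RT.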
ASM inhibitor – Inhibitors of Secretory Acid Sphingomyelinase (S-ASM): qHTS. Sphingomyelin phosphodiesterase (Homo sapiens), P17405. placental ASM, HMU-PC fluorogenic substrate, 60 min. Potency, µM (titrated, usually from 57.5 µM), inactives show at the highest dose activity change, negative = inhibition, most hits filed as inhibitors. actives 0.006% (n = 340,000). AID 504937, 2011; also: potency is read from the fitted curve at half-maximal effect
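Human placenta-derived ASM preincubated with compound 10 min at room temperature, then reacted with 9 uM (final) fluorogenic HMU-PC substrate for 60 min at 37 C. Stop solution raises pH to 10; fluorescence read at Ex 386/Em 447 nm.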
p53 reactivator – qHTS assay for re-activators of p53 using a Luc reporter | actives 0.063% (n = 320,000) | Potency, µM (titrated, usually from 92.2 µM), for the others: at the highest dose activity change, positive = activation, usual class: activators | H1299 p53-A138V BP100-luciferase reporter, luminescence, 24 h; also: potency is read from the fitted curve at half-maximal effect; % of control where 0% means no effect; nearly all actives have a fitted effect of over 45% in size
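H1299 (p53-null), stable ts p53-A138V + BP100-Luc; 1000 cells/well, Opti-MEM/10% FBS; cpd 4 pt, 1:5; 24 h, 37 deg C, 5% CO2; detection reagent 10 min RT; luminescence.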
ELG1 genotox – qHTS screen for small molecules that induce genotoxicity in human embryonic kidney (HEK293T) cells expressing luciferase-tagged ELG1; HEK293T ELG1-luciferase reporter, luminescence, 16 h; Potency, µM (top dose mostly 46 µM), for inactives: at the top dose activity change, positive = activation, hits mostly activators; actives 1.3% (n = 330,000); AID 504466, 2011; also: potency is read from the fitted curve at half-maximal effect; % of control where 0% means no effect; nearly all actives have a fitted effect of over 60% in size
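Genotoxicity was scored as increased ELG1-luciferase reporter signal, measured by ONE-Glo luminescence (30 min, room temperature). Compound or vehicle exposure of the HEK293T reporter cells lasted 16 hr at 37°C.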
USP2a block – qHTS Assay for Inhibitors of Ubiquitin-specific Protease USP2a Using CHOP2 as the Reporter; AID 463254, 2010; Ubiquitin carboxyl-terminal hydrolase 2 (Homo sapiens), O75604; USP2 core, Ub-CHOP2 coupled fluorogenic reporter, 485/531; Potency, µM (titrated, usually from 38.3 µM), for the others: at the highest dose activity change, negative = inhibition, most hits filed as inhibitors; actives 0.01% (n = 330,000);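 also: potency is read from the fitted curve at half-maximal effect; plate controls were DMSO wells for no effect and full inhibition by NEM control for full effect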
Target sequence (O75604 whole entry, looked up): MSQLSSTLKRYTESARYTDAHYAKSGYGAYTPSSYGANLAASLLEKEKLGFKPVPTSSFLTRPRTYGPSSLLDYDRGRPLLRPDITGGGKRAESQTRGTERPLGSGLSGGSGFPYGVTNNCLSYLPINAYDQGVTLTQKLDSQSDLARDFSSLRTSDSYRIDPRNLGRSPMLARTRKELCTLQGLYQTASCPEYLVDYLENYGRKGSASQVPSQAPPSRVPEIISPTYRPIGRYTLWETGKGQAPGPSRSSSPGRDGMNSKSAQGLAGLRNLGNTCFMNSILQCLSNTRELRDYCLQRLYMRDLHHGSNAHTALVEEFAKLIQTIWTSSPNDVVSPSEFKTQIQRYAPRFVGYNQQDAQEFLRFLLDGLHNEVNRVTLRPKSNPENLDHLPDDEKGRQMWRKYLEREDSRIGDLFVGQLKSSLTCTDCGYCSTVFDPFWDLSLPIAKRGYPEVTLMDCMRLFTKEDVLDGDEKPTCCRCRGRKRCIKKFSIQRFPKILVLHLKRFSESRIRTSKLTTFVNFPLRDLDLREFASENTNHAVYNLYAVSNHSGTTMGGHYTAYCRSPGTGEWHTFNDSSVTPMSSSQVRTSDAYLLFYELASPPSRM
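Cell-free coupled assay: 10nM USP2 core preincubated 30min RT with compound in Tris-HCl pH 8.0/CaCl2/CHAPS buffer, then 25nM Ub-CHOP2 and 25nM reporter substrate; fluorescence (Ex 485/Em 531) read after 60min RT, normalized to NEM inhibition, concentration-response curves fitted.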
B2AR arrestin – qHTS assay of beta-arrestin-biased ligands of beta2-adrenergic receptor; Beta-2 adrenergic receptor (Homo sapiens), P07550; beta-arrestin recruitment to beta2AR, cell-based reporter; Potency, µM (top dose mostly 46.1 µM), without a hit: at the highest dose activation, usual class: activators; actives 0.02% (n = 330,000); AID 492947, 2010;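 also: potency is read from the fitted curve at half-maximal effect; 0% = DMSO controls and full agonism = EC100 isoproterenol or metaproterenol; nearly all actives have a fitted effect of over 65% in size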
TRPV1 ag – HTS Assay for Compounds that Act as Agonists of the Vanilloid Receptor 1; Transient receptor potential cation channel subfamily V member 1 (Homo sapiens), Q8NER1; TRPV1-expressing cells, Fluo-8 calcium influx, agonist mode; activation, % at 8.33 µM; actives 0.19% (n = 320,000); AID 540275, 2011; in the data active = activation above about 80%; inconclusive = between about 30% and that limit; also: 0% is about no effect
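TRPV1-expressing cells were cultured overnight at 35.5C and loaded with Fluo-8 calcium dye for 40 to 90 min at room temperature. After a 10 s baseline, compound was added and calcium influx was read kinetically for 3 min (ex 480/em 520 nm).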
Eya2 phos inh – qHTS Assay for Inhibitors of the Phosphatase Activity of Eya2; Protein phosphatase EYA2 (Homo sapiens), O00167; recombinant Eya2, OMFP fluorescence dephosphorylation (OMFP is methylfluorescein phosphate); Potency, µM (series often up to 76.9 µM), for the others: at the highest dose activity, negative = inhibition, hits mostly inhibitors; actives 0.006% (n = 330,000); also: potency is read from the fitted curve at half-maximal effect; % is scaled to controls: 0 for no effect and ±100 for the full control effect
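Eya2 (0.2 uM) preincubated 10 min at ambient with compound, then OMFP substrate added at 50 uM; 10 min reaction in 50 mM HEPES pH 7.5, 50 mM NaCl, 5 uM MgCl2, 0.05% BSA, 1 mM DTT. Fluorescence read at Ex 485/Em 525 nm.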
BRCA1 expr up – qHTS Assay to Identify Small Molecule Activators of BRCA1 Expression; MCF7-BRCA1-FFLuc reporter, luminescence, 48 h; response scale: scaled: vehicle 0%, 10 µM genistein 100%; Potency, µM (doses to about 46.1 µM), for inactives: at the top dose activation, actives largely listed as activators; actives 1.1% (n = 380,000); AID 624202, 2012; also: potency is read from the fitted curve at half-maximal effect; nearly all actives have a fitted effect of over 80% in size; some results filed as inactive show a strong effect at the top dose
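Luminescence from a BRCA1-driven firefly luciferase in MCF7 cells was read after 48 h compound exposure at 37 C. Data normalized against DMSO and a 10microM genistein activation control, then curve-fitted across the titration.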
Numbers without * were called inactive; ? = inconclusive; / = not tested or not shown; & = joins results of further samples; [ ] = remark or other dose. Unless noted, calls follow the shape of the dose curve; as a rule, active = well fitted curve in the direction sought with a large enough effect; inconclusive = small, poorly fitted or top-dose-only effect, or another doubt; inactive = no such curve, though single readings can be large; an effect the other way counts as inactive or inconclusive.

1. O=C(COC(=O)c1ccccc1SCC(=O)N1CCCC1)Nc1ccccc1OC(F)F
2. CS(=O)(=O)N(CC(=O)O)c1ccc(Oc2ccccc2)cc1
3. COC(=O)C(NC(C)=O)(Nc1nc2ccc(C)cc2s1)C(F)(F)F (stereo unspecified)
4. COc1ccccc1CNC(=O)C1CCN(Cc2nc(-c3cccc(Cl)c3)oc2C)CC1
5. CC(=O)Nc1cccc(OCCOc2cccc([N+](=O)[O-])c2)c1
6. N#Cc1c(NC(=O)C(=O)NCCCN2CCOCC2)sc2c1CCCC2
7. N#C/C(=C\c1ccc(O)c(O)c1)C(=O)NCCCc1ccccc1
8. Cc1ccc(Sc2cc(Cl)nc(N)n2)cc1
9. CC(C)=C(NC(=O)c1ccccc1)C(=O)Nc1cccc(C(=O)O)c1
10. CC(C)(C)c1nnc(SCC(=O)c2ccccc2)n(N)c1=O
Assay by compound	1	2	3	4	5	6	7	8	9	10
uPA surface inh	-13%	-1%	-4%	3%	2%	9%	3.5µM*	1%	-10%	-2%
a7 integrin act	16%	-6%	0%	-17%	25%	-9%	/	8%	13%	-14%
PTAP TSG101 blk	-4%	/	-8%	-2%	1%	-3%	1%	1%	3%	-5%
ASM inhibitor	/	1%	0%	-1%	-2%	0%	-7%	7%	0%	-4%
p53 reactivator	-1%	2%	-4%	?	/	0%	6%	?	0%	?
ELG1 genotox	-7%	-4%	3%	-3%	/	-1%[9.26 µM]	12%	9%	0%	3%
USP2a block	1%	1%	2%	0%	/	3%	3%	3%	3%	0%
B2AR arrestin	-0.1%	-0.1%	0.2%	-0.8%	/	0.1%	-0.4%	-1.0%	-0.5%	-4.9%
TRPV1 ag	1	6	-7	9	/	2	19	2	0	13
Eya2 phos inh	10%	-1%	19%	-28%	/	3%	17%&6%	-2%	18%	6%
BRCA1 expr up	-26%	7%	3%	8%	55%	-14%	-16%	11%	17%	-1%

Structures above that bear a hit mark in uPA surface inh:
nr	Compound	uPA surface inh	a7 integrin act	PTAP TSG101 blk	ASM inhibitor	p53 reactivator	B2AR arrestin	TRPV1 ag	Eya2 phos inh
7	N#C/C(=C\c1ccc(O)c(O)c1)C(=O)NCCCc1ccccc1	3.5µM*	/	1%	-7%	6%	-0.4%	19	17%&6%

Full records from above:
CC(C)=C(NC(=O)c1ccccc1)C(=O)Nc1cccc(C(=O)O)c1 is listed as uPA surface inh: -10%; a7 integrin act: 13%; PTAP TSG101 blk: 3%; ASM inhibitor: 0%; p53 reactivator: 0%; ELG1 genotox: 0%; USP2a block: 3%; B2AR arrestin: -0.5%; TRPV1 ag: 0; Eya2 phos inh: 18%; BRCA1 expr up: 17%
N#Cc1c(NC(=O)C(=O)NCCCN2CCOCC2)sc2c1CCCC2 is listed as uPA surface inh: 9%; a7 integrin act: -9%; PTAP TSG101 blk: -3%; ASM inhibitor: 0%; p53 reactivator: 0%; ELG1 genotox: -1%[9.26 µM]; USP2a block: 3%; B2AR arrestin: 0.1%; TRPV1 ag: 2; Eya2 phos inh: 3%; BRCA1 expr up: -14%

Later entries
11. COc1ccc(-c2nc(C#N)c(NCc3ccc(F)cc3)o2)cc1OC
12. COc1ccc(CCNC(=O)CSc2ccc(-c3cccs3)nn2)cc1
13. COc1ccc(S(=O)(=O)N2CCCC2C(=O)Nc2ccc(O)cc2)cc1 (stereo unspecified)
14. CC(C)(C)OC(=O)N(CCc1ccccc1)Cc1ccccc1OCc1ccc(NC(=O)C2CCCC2)cc1
15. O=S(=O)(CCN1CCN(c2ccccn2)CC1)c1ccc(F)cc1
16. O=[N+]([O-])c1cc(-c2cnc3ccccc3n2)ccc1Oc1ccc(F)cc1
17. O=C(CCCN1C(=O)/C(=C/c2cccc(Br)c2)SC1=S)Nc1cccnc1
18. CN1C(=O)NC(c2ccc(O)cc2)C2=C1CN(c1cccc3ccccc13)C2=O (stereo unspecified)
19. COc1ccc(/C=C2/SC(c3ccc(C)cc3)=NC2=O)cc1OC
20. COc1ccc(S(=O)(=O)N/N=c2\oc3c(OC)cccc3cc2S(=O)(=O)c2ccc(C)cc2)cc1OC
Assay by compound	11	12	13	14	15	16	17	18	19	20
uPA surface inh	-3%	0%	?	10%	-8%	/	-8%	0%	2%	-17%
a7 integrin act	-26%	?	-1%	-11%	-28%	-21%	-52%[inhibitor]	-15%	-21%	-14%
PTAP TSG101 blk	-4%	-3%	0%	-2%	-1%	-2%	-3%	-6%	?	-6%
ASM inhibitor	-13%	4%	1%	1%	4%	-6%	-11%	-3%	-16%	-11%
p53 reactivator	-3%	-1%	-9%	/	0%	?	?	-1%	12%	7%
ELG1 genotox	-2%	-11%	-7%	/	-2%	5%	-3%	4%	1%	15%
USP2a block	3%	1%	1%	/	1%	0%	1%	1%	4%	-12%
B2AR arrestin	0.3%	-0.9%	0.0%	/	0.1%	0.2%	0.5%	0.4%	-0.5%	0.1%
TRPV1 ag	24	2	-3	/	1	2	17	3	2	-3
Eya2 phos inh	1%	-6%	4%	/	-13%	1%	-3%	-14%	-4%	-6%
BRCA1 expr up	-20%	-7%	5%	-28%	9%	30%	-64%	0%	3%	-41%

21. Cc1ccc(S(=O)(=O)CCC(=O)OCc2ccc(Cl)cc2)cc1
22. Cc1ccccc1N1CCN(C(=O)C2CCC(=O)N(C3CCCC3)C2)CC1 (stereo unspecified)
23. O=S(=O)(Nc1ccccc1)c1ccc(Oc2ncc(C(F)(F)F)cc2Cl)cc1
24. CC[C@@H]1C/C=C\Cc2ccccc2[C@@H](C(=O)C[C@H](O)CC(C)=O)OC1=O
25. CCCOC(=O)C1=C(C)NC2=C(C(=O)CCC2)C1c1cccs1 (stereo unspecified)
26. O=C(NCCC(=O)N1CCCCCCC1)c1ccc(Br)cc1
27. O=C(CCn1c(=S)oc2ccccc21)NC1CCCCCC1
28. C=CCNC(=S)NCCCCC1NC(=S)N(CC=C)C1=O (stereo unspecified)
29. COc1cccc(NC(=O)NCCCCc2ccccc2)c1
30. COc1nc2ccccc2nc1CCC(=O)O
31. N#CNc1nc(O)cc(=O)[nH]1
32. O=C(CCC(=O)OCC(=O)c1ccccc1)Nc1cccc(Cl)c1
Assay by compound	21	22	23	24	25	26	27	28	29	30	31	32
uPA surface inh	0%	2%	8%	-7%	/	-5%	15%	-1%	-9%	1%	-2%	-2%
a7 integrin act	-12%	9%	9%	0%	8%	15%	24%	-24%	-39%	-29%	-34%	25%
PTAP TSG101 blk	-5%	-2%	?	-3%	-5%	0%	-9%	-10%	-2%	2%	-4%	1%
ASM inhibitor	-3%	1%	-8%	5%	95%[activator]	2%	1%	4%	0%	1%	-2%	-2%
p53 reactivator	-1%	8%	18%	8%	-4%	12%	-2%	-8%	-4%	0%	1%	-8%
ELG1 genotox	0%	-1%	-6%	1%	1%	-1%	14%	1%	4%	2%	-2%	-3%
USP2a block	3%	0%	-3%	-2%	-1%	14%	0%	4%	0%	2%	1%	2%
B2AR arrestin	-1.1%	-0.9%	0.5%	-0.6%	-1.0%	0.0%	-0.6%	-0.5%	-0.8%	0.0%	0.3%	0.1%
TRPV1 ag	11	9	15	/	1	10	/	-1	?	0	3	-1
Eya2 phos inh	0%	-7%	7%	-16%	-1%	?	-4%	-9%	5%	3%	13%	1%
BRCA1 expr up	-4%	-2%	-69%	6%	3%	3%	-9%	-3%	74%	-1%	-18%	-4%
